# Compound activity: PubChem BioAssay, several laboratories
# EphB4 ephrin blk – EphB4-ephrin-B2 interaction antagonists, primary screen, biochemical, TNYL-RAW peptide probe, fluorescence polarization | EphB4 LBD / TNYL-RAW-Alexa532 peptide | inhibition, % at 7 µM | 0.15% of 97,000 active;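 active = inhibition above the screen-wide mean inhibition plus 3 SD, cut at about 15% in these data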;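 note: 0% = DMSO wells and 100% = excess unlabeled TNYL-RAW peptide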
# FAK inh – FAK kinase inhibitors, primary screen, biochemical | biochemical FAK kinase activity assay | inhibition, %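 (tested at 7 µM)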 | 0.84% of 97,000 active | AID 727, 2007; in the data active = inhibition above about 19%;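 note: 0% = DMSO and 100% = reference compound high control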
# PTK2B oligo ant – antagonists of Pyk2 self-association, primary screen, Q293 cells, FERM NanoBiT luminescence, HTS. AID 1347419, 2020. Protein-tyrosine kinase 2-beta (Homo sapiens), Q14289. 0.83% of 99,000 active. stronger effect = lower value. z-score (the deposit names both 25 µM and 10 µM);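 active = Z-score of -3 or lower, scaled per plate to the spread of control and sample wells; inactive = z-score above -3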;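 note: negative z-score means lost luminescence so less FERM oligomerization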
# Target sequence (Q14289 whole entry, looked up): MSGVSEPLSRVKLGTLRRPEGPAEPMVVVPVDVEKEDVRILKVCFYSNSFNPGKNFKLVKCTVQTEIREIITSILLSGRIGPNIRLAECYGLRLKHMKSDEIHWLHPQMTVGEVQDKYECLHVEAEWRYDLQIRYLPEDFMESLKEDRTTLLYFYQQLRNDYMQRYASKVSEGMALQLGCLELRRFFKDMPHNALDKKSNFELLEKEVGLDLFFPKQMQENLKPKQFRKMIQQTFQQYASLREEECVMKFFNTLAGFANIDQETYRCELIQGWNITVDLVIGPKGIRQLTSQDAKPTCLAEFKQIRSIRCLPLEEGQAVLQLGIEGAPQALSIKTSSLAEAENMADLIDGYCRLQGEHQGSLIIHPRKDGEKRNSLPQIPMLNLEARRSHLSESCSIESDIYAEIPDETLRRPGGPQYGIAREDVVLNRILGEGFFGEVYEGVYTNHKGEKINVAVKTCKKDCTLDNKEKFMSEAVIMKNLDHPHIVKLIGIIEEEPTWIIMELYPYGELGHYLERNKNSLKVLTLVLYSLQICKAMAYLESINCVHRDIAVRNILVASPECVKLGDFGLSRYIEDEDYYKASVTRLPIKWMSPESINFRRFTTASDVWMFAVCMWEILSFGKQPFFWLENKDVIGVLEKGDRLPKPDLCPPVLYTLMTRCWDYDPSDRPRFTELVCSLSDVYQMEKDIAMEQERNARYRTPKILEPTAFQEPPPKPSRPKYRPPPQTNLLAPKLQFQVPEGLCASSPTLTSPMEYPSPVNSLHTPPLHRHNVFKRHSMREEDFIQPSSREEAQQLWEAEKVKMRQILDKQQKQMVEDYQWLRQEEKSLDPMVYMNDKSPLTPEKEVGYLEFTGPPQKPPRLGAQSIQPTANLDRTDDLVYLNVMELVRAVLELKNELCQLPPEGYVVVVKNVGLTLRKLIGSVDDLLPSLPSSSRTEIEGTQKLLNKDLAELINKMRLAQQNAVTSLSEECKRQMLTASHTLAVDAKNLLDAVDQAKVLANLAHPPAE
# PLK1 kinase inh – human PLK1 kinase inhibitors, primary screen, biochemical, TR-FRET; 0.53% of 97,000 active; inhibition, % at 10 µM; recombinant PLK1 kinase, TR-FRET peptide phosphorylation; Serine/threonine-protein kinase PLK1 (Homo sapiens), P53350;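 active = inhibition of 50% or more in the single-concentration screen; inactive = inhibition below 50%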;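 note: 0% = DMSO max control and 100% = H-89 dihydrochloride min control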
# LYP act – LYP phosphatase activators, primary screen, biochemical, DiFMUP fluorescence, 2 µM | Tyrosine-protein phosphatase non-receptor type 22 (Homo sapiens), Q9Y2R2 | recombinant LYP; 0 = plate median, 100 = signal doubled | activation, % at 2 µM | 0.11% of 96,000 active | AID 697, 2007;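 active = activation at 2 µM above a set limit, the mean plus 5 SD, cut at about 37% in these data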
# PLK1 PBD inh – Plk1 polo box domain binding inhibitors, primary screen, biochemical, fluorescence polarization; Serine/threonine-protein kinase PLK1 (Homo sapiens), P53350; 0.13% of 97,000 active; Plk1 PBD phosphopeptide binding; inhibition, %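 (tested at about 20 µM)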; in the data active = inhibition above about 34%, passing the limit was not always enough
# F-actin modifier – modifiers of F-actin cytoskeleton organization, primary screen, imaging, HUVEC, phalloidin staining, high-content imaging; HUVEC TNFa F-actin phalloidin imaging; inhibition, % at 2 µM; 0.18% of 91,000 active; AID 836, 2007;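 active = inhibition above the batch mean plus 3 SD and confirmed as a hit by visual image inspection, cut at about 30% in these data, passing the limit was not always enough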; note: strong numbers were not always called active
# Rev-RRE block – HIV-1 Rev-RRE binding inhibitors, primary screen, biochemical, FRET, protein-RNA interaction. P05866. Rev peptide-RRE RNA binding. inhibition, % at 8 µM. 0.79% of 97,000 active;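 active = inhibition above the screen-wide mean plus 3 SD, cut at about 35% in these data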;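 note: 0% = median DMSO wells and 100% = median Neomycin B control wells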
# Target sequence (P05866 whole entry, looked up): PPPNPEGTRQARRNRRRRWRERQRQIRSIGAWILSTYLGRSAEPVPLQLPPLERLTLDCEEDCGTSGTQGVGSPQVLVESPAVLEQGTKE
#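 Test system – labelled RRE RNA duplex and labelled Rev peptide · Reagent – labelled Rev peptide · Doses – one concentration, 8 µM nominal · Incubation – 5 + 15 min at 25 °C · Signal – FRET fluorescence readout · Read-out basis – % inhibition of FRET ratio versus controls · Control set – DMSO wells as 0% and neomycin B wells as 100% inhibition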
# LYP inh 2 – PTPN22 phosphatase inhibitors, primary screen, biochemical, DiFMUP fluorescence, 2 µM. Tyrosine-protein phosphatase non-receptor type 22 (Homo sapiens), Q9Y2R2. 0.21% of 96,000 active. recombinant LYP catalytic domain. inhibition, % at 2 µM;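 active = inhibition at 2 µM at or above a set limit, the screen mean plus 3 SD, cut at about 24% in these data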;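 note: 0% = DMSO with enzyme and 100% = enzyme fully blocked by orthovanadate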
# Active calls of the source: *; . = not tested or not shown. No enrichment for hits; any-hit rate near 3.5%.
no.	molecule	EphB4 ephrin blk	FAK inh	PTK2B oligo ant	PLK1 kinase inh	LYP act	PLK1 PBD inh	F-actin modifier	Rev-RRE block	LYP inh 2
1	CCOC(=O)N1CCC(NCCNC(=O)c2ccc(Cl)cc2)CC1	-7	-1	0.06	-13	-5	6	2	0	5
2	COc1cccc(-c2nc3ccccc3s2)c1	0	0	-0.92	-1	-4	-21	11	9	7
3	COc1ccc(N2CCN(CCCNC(=O)c3cc4sccc4n3C)CC2)cc1	-4	3	0.98	3	-6	-3	-14	1	4
4	COc1ccc(NC(=O)CCn2cccc2)cc1	2	-7	0.72	-6	11	-14	-21	-1	-11
5	CC(C)(C)C(=O)/C=c1\[nH]c(=O)/c(=C\c2ccc(F)cc2)s1	-1	3	-1.3	1	-1	-13	1	14	-2
6	Cc1cc2c(cc1C)NC1(C(=O)Nc3ccccc31)C1=C(CC(C)(C)CC1=O)N2 (stereo not given)	-6	-1	-0.06	-10	-10	18	9	3	6
7	CSc1nnc(-c2sc3cc(Cl)ccc3c2Cl)n1C	4	0	-0.02	-13	5	-9	-19	0	-10
8	O=C1OCC(CO)(CO)N=C1NNc1ccccc1Cl	-1	-3	0.84	-2	15	-2	31*	0	-17
9	CCC(C)(C)n1nnnc1CN1CCC(NC(=O)c2ccc(Br)cc2)CC1	8	0	0.19	-9	4	23	4	7	-3
10	COc1ccc([N+](=O)[O-])cc1NC(=S)Nc1ccccc1	0	2	1.2	-13	2	-30	-10	9	0
11	CC(C)(C)C(=O)Nc1ccc(C(=O)N/N=C/c2ccccc2OC(=O)c2ccc(Cl)cc2Cl)cc1	-3	-2	0.04	-10	-8	44	-37	-2	13
12	Cc1cnc(C(=O)Nc2ccc3c(c2)CCC3)cn1	-8	0	0.92	-5	0	7	3	2	-2
13	CC(=O)N1CCN(CCN(CC2C(C)C=C(C)CC2C)C(C)=O)CC1 (stereo not given)	1	-1	0.05	-13	4	-13	-32	-1	-5
14	COCc1cc(C)nc(N2CCOCC2)c1C#N	2	3	.	-10	1	7	-13	7	-4
15	Cc1cccc(C)c1OCCCN1CCCC1	0	0	0.48	-4	24	0	8	6	-25
16	O=C(CSc1ncc(-c2ccccc2)n1-c1ccccc1)NCc1ccco1	-10	6	-1.9	5	8	2	-25	6	-4
17	Cc1ccccc1C(=O)NNC(=O)c1ccc(F)cc1	-2	-1	0.53	-13	11	-14	.	0	-9
18	COc1ccc(CCN2CC34C=CC(O3)C(C(=O)NCc3ccccc3)C4C2=O)cc1OC (stereo not given)	1	-3	0.46	-6	-6	2	11	1	5
19	O=C(COC(=O)c1ccc[nH]c1=O)NC1CCCC1	-15	0	1.3	-6	8	24	-2	2	-11
20	O=C(NCCO)c1cccc(Nc2nc(-c3ccccc3)c3cc(Cl)ccc3n2)c1	-1	33*	-2.1	-5	-2	17	2	-1	6
21	COC(=O)c1cn(NC(=O)c2cccnc2)c(=O)c2ccccc12	4	0	1.1	3	-1	1	-8	2	2
22	Nc1c(C(=O)CCC(=O)O)oc2ccc(Cl)cc12	3	-1	.	-27	-5	13	-4	10	5
23	CCOC(=O)C1CCN(S(=O)(=O)c2ccc(OCC)cc2)CC1	-5	-1	0.34	-12	23	-13	6	4	-28
24	CCc1ccccc1NC(=O)CSc1nnc([C@H](CCSC)NC(=O)OC(C)(C)C)o1	-2	2	0.14	-9	2	-20	-13	-2	1
25	CCn1cc([N+](=O)[O-])c(C(=O)Nc2ccn(Cc3ccccc3F)n2)n1	6	1	0.03	-5	-6	-6	-6	10	8
26	N#Cc1nc(-c2ccco2)oc1N1CCCC1	-6	-5	0.82	6	8	-1	-29	-3	-11
27	COc1ccc(OC)c(S(=O)(=O)NCC2CCCO2)c1 (stereo not given)	2	-4	0.45	19	0	13	-16	2	-3
28	N#Cc1c(-c2ccccc2)nc2n(c1=O)CCS2	2	0	-0.21	-9	3	-6	14	3	-3
29	CCOC(=O)N1CCN(C(=O)C2CC(c3ccccc3OC)=NO2)CC1 (stereo not given)	-3	1	0.48	-7	-3	15	.	-3	3
30	COc1ccccc1-c1noc(CCC(=O)Nc2cc(C(F)(F)F)ccc2Cl)n1	5	-2	-0.14	3	3	-11	14	16	-7
31	Cc1sc2c(=O)n3c(nc2c1C(=O)NCCCN1CCOCC1)CCCCC3	-4	-5	0.72	-4	5	-2	10	-5	-8
32	O=S(=O)(c1cccc(C(F)(F)F)c1)N1CCN(c2ccccc2)CC1	4	0	-2	-11	-4	13	13	21	5
33	O=C(CSc1nnc(-c2cccs2)n1-c1ccccc1)N1CCN(C(=O)c2ccco2)CC1	-2	1	.	-19	-1	23	-19	2	-2
34	Cc1nc2nc(C)c(CCC(=O)N3CCN(c4ccccn4)CC3)c(C)n2n1	6	1	2	-6	10	-23	28	7	-12
35	O=C(c1cc2nc(-c3ccc(F)cc3)cc(C(F)(F)F)n2n1)N1CCCC1	8	0	.	3	5	11	20	4	-6
36	Cc1cc(C)nc(N2CCCC(C(=O)NCc3ccccc3)C2)n1 (stereo not given)	29*	2	-0.26	-8	-2	21	-16	6	2
37	NCCCCCc1nnc(SC/C=C/c2ccccc2)o1	1	1	1	-7	-8	1	5	-8	12
38	Cc1nn(C)c(C)c1NC(=O)CCCSc1nc(-c2ccco2)cc(C(F)(F)F)n1	5	2	2.3	-13	-16	0	7	3	15
39	CCN1C(=O)CSc2ccc(C(=O)NCc3ccccc3OC)cc21	3	-4	0.74	4	4	-3	-10	2	-1
40	CC1CN(c2nc3ccccc3nc2C(C#N)C(=O)OC2CCCCC2)CC(C)O1 (stereo not given)	-5	1	-0.07	-20	18	-4	6	8	-20
41	CCOc1ccccc1NC(=O)CSc1nnc(-c2ccco2)o1	-2	2	0.49	-3	-9	-4	4	4	8
42	O=C(O)CCCCCNC(=O)c1ccncc1	1	-5	0.26	-17	-4	-28	-8	0	2
43	O=C(CSc1nnnn1C1CCCC1)NCc1ccccc1	2	1	0.49	-13	-17	12	-3	3	18
44	Cc1cc(C(=O)CN2C(=O)NC(c3ccccc3)(c3ccccc3)C2=O)c(C)n1Cc1ccccc1	20*	1	0.1	-6	-11	-2	11	9	14
45	Cc1c(C(=O)N2CCN(c3ccccc3F)CC2)sc2ncn(CC(=O)N3CCOCC3)c(=O)c12	2	3	0.64	-6	-5	-2	88*	7	4
46	COC(=O)c1c(NC(=O)c2ccc(C)o2)sc2c1CCCCC2	1	-2	-0.06	-6	-5	-4	4	11	8
47	O=C1Nc2ccccc2C12OCC(COc1ccc(Cl)cc1)O2 (stereo not given)	6	20*	-0.88	-12	1	-18	1	11	-5
48	CCC(CC)c1nnc(NC(=O)CCCN2C(=O)c3ccccc3C2=O)s1	0	1	0.27	-3	-7	22	0	5	8
49	COc1ccc(C2=Nn3c(nnc3-c3ccccn3)SC2)cc1OC	-3	-6	1.1	-17	-5	-38	21	7	4
50	Clc1ccc(CN(Cc2ccccc2)C(c2cccs2)c2nnnn2C2CCCC2)cc1 (stereo not given)	-3	0	0.6	-2	0	22	7	27	-3

# Next results follow.
no.	molecule	EphB4 ephrin blk	FAK inh	PTK2B oligo ant	PLK1 kinase inh	LYP act	PLK1 PBD inh	F-actin modifier	Rev-RRE block	LYP inh 2
51	Cc1ccc(C)c(NC(=O)C(Sc2nncn2C)c2ccccc2)c1 (stereo not given)	3	1	0.52	-2	20	-10	20	5	-19
52	O=C(CCc1ccccc1)Nc1ccccc1C(=O)NCc1ccco1	3	0	-0.32	-9	-3	7	1	3	4
53	Cc1ccc(Cl)cc1NC(=O)c1cnn2c1NC(c1ccco1)CC2C(F)(F)F (stereo not given)	2	1	-0.35	0	-7	-7	5	17	9
54	COc1ccccc1/C=N/Nc1nccnc1Cl	1	0	-0.13	-18	0	-8	26	5	1
55	COc1ccc(Cn2nnnc2CN(Cc2cc3ccc(C)cc3[nH]c2=O)C2CCCC2)cc1	1	2	0.78	-4	-3	21	26	6	0
56	O=[N+]([O-])c1ccc(Sc2n[nH]c(-c3ccccc3)n2)nc1	2	6	1.8	-11	-7	-3	11	11	11
57	COc1ccc(CC(=O)Nc2ccc(-c3cn4ccc(C)cc4n3)cc2)cc1	3	4	-0.18	-13	8	-17	16	5	-7
58	Cc1cc(C(F)(F)F)n2nc(-c3sccc3-n3cccc3)cc2n1	-2	-6	-0.02	-9	4	-7	-14	1	-1
59	Clc1ccccc1-c1nnc2sc(CCc3ccccc3)nn12	12	1	-0.81	-7	3	18	-15	4	0
60	O=[N+]([O-])c1ccc(Cl)c(/C=N/n2c(C3CCCCC3)n[nH]c2=S)c1	0	1	-0.02	-9	-12	-11	4	5	11
61	CCOc1ccccc1CN1C(=O)c2ccccc2C1C(=O)NC(C)CC (stereo not given)	-13	-4	1.4	-3	18	-5	6	2	-16
62	CC(CCc1ccccc1)NC(=O)C1CCCN(C(=O)c2cc3sccc3n2C)C1 (stereo not given)	7	-7	-1.1	-6	-3	16	.	-2	3
63	CC12CCC(=O)N1C(C(=O)OCC(=O)Nc1sccc1C#N)CS2 (stereo not given)	1	3	0.56	-8	19	0	-40	25	-20
64	Cc1c(CC(C)C)nc(N)c(C#N)c1-c1ccccc1	4	-1	-1.3	-8	2	-16	8	7	0
65	COC(=O)c1c(C(=O)OC)c(C)n(Cc2ccco2)c1C	-12	-1	0.59	-12	6	-5	-9	-3	-4
66	CCOC(=O)c1c(NC(=O)Cn2c(=O)oc3ccccc32)oc(C)c1C(C)=O	4	1	0.96	-7	-7	-13	-26	3	10
67	Cc1ccc(C(=O)NCCCn2ccnc2)cn1	2	1	-0.39	-2	0	-1	30*	1	3
68	CN(C(=O)c1cccs1)c1ccccc1C(=O)O	-1	1	0.15	-17	2	1	43	4	-4
69	Fc1ccc(-c2csc3ncnc(Nc4ccc(N5CCOCC5)cc4)c23)cc1	14	5	-1.2	-5	-2	14	-3	3	6
70	C=CCn1c(=O)c2ccccc2n2c(SCC(=O)N3CCCc4ccccc43)nnc12	5	5	-0.2	-7	-2	6	14	7	-2
71	COCCOC(=O)c1c(C)n(C)c2ccc(OC(=O)C3CC3)cc12	-8	4	1.4	-14	2	14	14	2	-5
72	O=C(NC1CCCCC1)C(c1ccco1)N(Cc1cccs1)C(=O)Cn1nnc2ccccc21 (stereo not given)	-6	-3	-1	-12	8	4	-52	1	-10
73	Cc1ccc(Cl)cc1N1CCN(CC(=O)Nc2ccc(CN3CCCCC3)cc2)CC1	1	0	-0.94	-1	0	-4	6	3	2
74	CCOC(=O)c1c(NC(=O)CSc2n[nH]c(CNc3ccccc3)n2)sc(C)c1C	-12	2	-0.38	-14	-8	-8	-3	1	10

# Compounds 70 to 72, reprinted for reference:
no.	molecule	EphB4 ephrin blk	FAK inh	PTK2B oligo ant	PLK1 kinase inh	LYP act	PLK1 PBD inh	F-actin modifier	Rev-RRE block	LYP inh 2
70	C=CCn1c(=O)c2ccccc2n2c(SCC(=O)N3CCCc4ccccc43)nnc12	5	5	-0.2	-7	-2	6	14	7	-2
71	COCCOC(=O)c1c(C)n(C)c2ccc(OC(=O)C3CC3)cc12	-8	4	1.4	-14	2	14	14	2	-5
72	O=C(NC1CCCCC1)C(c1ccco1)N(Cc1cccs1)C(=O)Cn1nnc2ccccc21 (stereo not given)	-6	-3	-1	-12	8	4	-52	1	-10
